Bioassay records as filed in PubChem.
aSyn 5UTR inh: MLPCN primary screen, SNCA 5' untranslated region | alpha-synuclein 5'UTR reporter, inhibitor activity | 300,000 tested, 0.82% active | inhibition, % (tested at 7.5 µM); in the data active = inhibition above about 60%; inconclusive = no clear call, values can overlap the other calls;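 also: H4 neuroglioblastoma cells stably carrying SNCA 5'UTR luciferase fusion; 0% = DMSO wells and 100% = positive control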
HIF act: HIF pathway transcriptional activators, primary screen, cell-based, U2OS HRE-luciferase, luminescence. U2OS HRE-luciferase reporter; normalized: DMSO 0%, desferrioxamine 100%. activation, % at 7.5 µM (by protocol). 300,000 tested, 0.32% active;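 active = mean activation of at least 10% of the iron chelator positive control signal, with at least half of replicates also reaching 10%; inconclusive = mean and replicate majority disagree about reaching 10%; inactive = mean and most replicates under 10%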
IEC-6 cytotox: cytotoxicity in IEC-6 intestinal epithelial cells, primary screen, cytotoxicity control for KLF5 inhibitor project, cell-based, luminescence | IEC-6 cytotoxicity, luminescence viability | inhibition, % at 5 µM | 290,000 tested, 0.78% active | AID 1825, 2009; in the data active = inhibition above about 22%;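 also: 0% = plate median of test compound wells and 100% = cytotoxic reference compound wells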
HDAC3 inh: HDAC3 deacetylase inhibitors, primary screen, biochemical, fluorescence, cell-free homogeneous; inhibition, % at 8.3 µM; recombinant HDAC3, fluorogenic peptide/trypsin coupled; 320,000 tested, 0.15% active; Histone deacetylase 3 (Homo sapiens), O15379; in the data active = inhibition above about 26%, passing the limit was not always enough; inconclusive = no clear call, values can overlap the other calls
Target sequence (O15379 whole entry, looked up): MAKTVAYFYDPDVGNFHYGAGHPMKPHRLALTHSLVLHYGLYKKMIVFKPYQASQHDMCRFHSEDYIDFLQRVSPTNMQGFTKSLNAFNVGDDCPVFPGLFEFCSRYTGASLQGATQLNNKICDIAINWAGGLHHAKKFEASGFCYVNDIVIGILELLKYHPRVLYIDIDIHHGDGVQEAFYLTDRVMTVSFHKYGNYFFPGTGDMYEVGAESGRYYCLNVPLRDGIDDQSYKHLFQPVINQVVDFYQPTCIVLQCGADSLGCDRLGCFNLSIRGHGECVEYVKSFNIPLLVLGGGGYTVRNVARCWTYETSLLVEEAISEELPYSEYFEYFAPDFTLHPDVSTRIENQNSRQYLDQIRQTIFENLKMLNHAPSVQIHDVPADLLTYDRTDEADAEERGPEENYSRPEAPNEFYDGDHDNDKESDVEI
Platelet DG rel: inhibitors of platelet dense granule secretion, primary screen, cell-based, MLPCN, human platelets; AID 1663, 2009; inhibition, %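 (compounds screened at 7.5 µM in platelet-rich plasma)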; 300,000 tested, 0.22% active; human platelet-rich plasma, SFLLRN dense granule ATP release, luminescence;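 active = mean replicate score, as percent of positive control, at or above 50; inconclusive = mean below 50 but at least one replicate at or above 50; inactive = mean and every replicate below 50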
HSP90 refold inh: HSP90 inhibitors, primary screen, cell lysate, luminescence | Heat shock protein HSP 90 (rabbit reticulocyte lysate; luciferase refolding) | Rabbit reticulocyte lysate, luciferase refolding luminescence, 3 h | inhibition, % at 5.6 µM | 290,000 tested, 0.91% active;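 active = inhibition above the screen-wide mean plus 3 SD, computed separately per campaign, cut at about 16% in these data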;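 also: 0% = DMSO wells and 100% = 60 µM geldanamycin wells; inhibitors lower the luminescence because luciferase stays unfolded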
HSF1 inhib: HSF1 inhibitors in luciferase reporter cells, primary screen, cell-based, NIH3T3, luminescence. AID 2098, 2009. 300,000 tested, 0.77% active. activity change, negative = inhibition, % at 7.5 µM (by protocol). NIH3T3-HGL HSE-luciferase, MG132-induced, luminescence 8 h; stronger effect = lower value;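 active = more than half of replicate wells show activity change below -50%, luminescence cut by over half; inconclusive = some wells, but at most half, below -50%; inactive = no replicate well below -50%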;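 also: luciferase reports HSF-1 transcriptional activity via heat shock element; 0% = median of DMSO wells and -100% = zero luminescence signal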
AI-2 QS modul: Vibrio harveyi AI-2 quorum sensing modulators, primary screen, JMH597 strain, luminescence/OD600 ratio; activity change, % at 7.5 µM; Vibrio harveyi JMH597 AI-2 luminescence/OD600 ratio, 9 h; stronger effect = lower value; strain lacks LuxN and CqsS sensors; 0 = neutral-control median; 300,000 tested, 0.4% active; in the data active = activity change below about -75%, passing the limit was not always enough; inconclusive = no clear call, values can overlap the other calls;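 also: luminescence divided by OD600 gain over 9 h not by final OD600 alone; inactives centre near 13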
KLF5 inh: KLF5 expression inhibitors, primary screen, DLD-1 cells, luminescence | inhibition, % at 5 µM | DLD-1 KLF5 promoter-luciferase reporter | 290,000 tested, 0.23% active | AID 1700, 2009;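 active = inhibition above a per-plate limit of that plate's mean compound inhibition plus 3 SD, cut at about 60% in these data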;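 also: 0% = DMSO wells and 100% = LY294002 at 200 µM; higher means less KLF5 promoter-driven luciferase light; inactives centre near -14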
HSF1 activator: HSF-1 activators, primary screen, NIH3T3-HGL cells, MG132 stress, luminescence, single point | 300,000 tested, 1.7% active | NIH3T3-HGL HSF-1 luciferase reporter, 8 h; 100% = twice DMSO control signal | AID 504408, 2011 | activation, % at 9 µM;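 active = mean replicate activation of at least 50% with a set share of replicates each reaching 50%; inconclusive = only one of those two conditions met; inactive = mean below 50% and too few replicates reaching it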;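 also: 0% = median of the neutral control wells and 100% = twice that signal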
Numbers without * were called inactive; ? = inconclusive; nt = no result given.

SMILES	aSyn 5UTR inh	HIF act	IEC-6 cytotox	HDAC3 inh	Platelet DG rel	HSP90 refold inh	HSF1 inhib	AI-2 QS modul	KLF5 inh	HSF1 activator
CCC(CC)C(=O)Nc1cccc(C(=O)NCCc2ccccc2)c1	-64	1.5	2	2	-2	2	12	16	-13	14
CCOC(=O)c1oc2cc(C)cc(C)c2c1C	-2	0.3	-1	2	-5	-1	-4	23	14	-2
CCCn1nc(NC(=O)c2cccs2)c2cc3cc(C)ccc3nc21	-52	0.3	-2	-2	-1	-6	3	1	-13	1
CCCc1ccc(C(=O)NNc2cc(Cl)ccc2Cl)cc1	-18	2.0	11	12	3	1	-1	17	0	7
O=C(OCc1c(F)cccc1Cl)c1cnccn1	12	-0.3	-1	2	0	-1	3	15	-13	1
COC(=O)c1sc(NC(=O)c2ccc(Cn3cc(Cl)cn3)o2)c(C#N)c1C	12	0.1	1	-2	1	1	7	3	2	-7
c1ccc(-c2csc(Nc3nc(N4CCOCC4)nc(N4CCOCC4)n3)n2)cc1	-19	0.1	5	4	11	7	-28	17	-27	-36
COc1cc(OC)cc(-c2nnc(SCC(=O)N3CCCCC3)o2)c1	-12	0.4	2	-5	11	1	5	11	-9	-1
C/C=C(/C)C(=O)Nc1cccc(C2=NOC3(C2)C[C@H](C(N)=O)N(C(=O)c2ccccc2)C3)c1 (some centres undefined)	17	-0.7	nt	-4	0	nt	2	15	nt	-1
CCN(CC(=O)Nc1ccc(C(=O)OC)cc1)Cc1ccccc1	8	-0.1	0	-2	1	-2	-1	12	-7	7
O=C(Cc1c(F)cccc1Cl)NCC(=O)OCc1ccccc1	2	-0.3	nt	2	-4	nt	-17	-13	nt	-15
O=[N+]([O-])c1cccc(-c2nnnn2-c2cccc(F)c2)c1	14	0.0	nt	0	12	nt	1	39	nt	1
N#CCNC(=O)C1CC(=O)N(CCc2ccc(F)cc2)C1 (centres undefined)	-3	0.4	-1	4	-10	-2	7	23	-17	-16
O=C(COc1ccccc1F)Nc1cc(S(=O)(=O)N2CCOCC2)ccc1N1CCOCC1	3	-0.9	-3	-5	21	1	6	7	6	-8
CCNc1nc2c(c(=O)n(C)c(=O)n2C)n1Cc1ccc(Cl)cc1	-11	0.5	-3	-1	-9	0	5	8	1	16
CN(C)S(=O)(=O)c1cccc(NC(=O)c2cc3ccccc3o2)c1	-122	1.4	8	-5	-1	4	3	-22	-84	19
COc1cc2cc(CN(CCCN3CCOCC3)C(=O)Nc3ccc(F)cc3)c(=O)[nH]c2cc1OC	21	0.1	5	-10	1	-1	3	17	-37	6
CC(C)N(C)S(=O)(=O)c1ccc(NC(=O)CSC(=S)N2CCCC2)cc1	-3	1.1	nt	3	-1	nt	-2	-6	nt	-14
Cc1cccc(C)c1NC(=O)CCCN1CC(C)OC(C)C1 (centres undefined)	14	-1.3	-3	4	5	-1	7	17	-5	35
CNCCOCC(O)CSc1ccccc1 (centres undefined)	2	0.1	3	-7	35	1	-4	6	-24	-14
CC(=O)Nc1ccc(/C=C/c2noc(-c3ccccc3O)n2)cc1	-163	0.2	-12	-6	-3	-6	7	-3	-176	0
CC(C)(C)c1ccc(S(=O)(=O)N2CCC(CO)(CC3CCCCO3)CC2)cc1 (centres undefined)	1	-0.6	0	3	1	-4	3	30	-24	2
N=c1c2c(-c3ccccc3)c(-c3ccccc3)n(Cc3ccccc3)c2ncn1CCCO	28	1.8	12	2	0	14	5	4	53	11
O=C(O)Cn1cccc1C(=O)c1ccccc1	nt	nt	6	-1	-2	1	nt	21	-8	nt
CCCC(CCC)C(=O)NCCN1CCOCC1	-21	0.5	3	0	19	-3	0	20	-14	-18

Going on with the list:
SMILES	aSyn 5UTR inh	HIF act	IEC-6 cytotox	HDAC3 inh	Platelet DG rel	HSP90 refold inh	HSF1 inhib	AI-2 QS modul	KLF5 inh	HSF1 activator
CC(=O)c1cc2c(cc1NC(=O)Cn1nc(-c3ccc(F)cc3)ccc1=O)OCO2	23	-0.2	3	4	-3	-2	10	6	-15	23
CCn1cc(C2=NOC(C(=O)Nc3cc(OC)c(Cl)cc3OC)C2)c(C)n1 (centres undefined)	9	-0.2	1	-3	-5	3	-8	19	4	6
COc1ccc(C(=O)N(C)Cc2ccccc2)cc1Br	0	-0.3	-3	-1	1	4	5	19	-10	5
CCc1nnc(NC(=O)CN2C(=O)/C(=C/c3ccc(OC)c(OC)c3)SC2=S)s1	-33	0.0	-6	-1	14	6	-9	22	-23	-1
Cc1ccc(-c2csc3ncn(CC(N)=O)c(=O)c23)cc1C	28	-0.3	3	-5	0	-5	9	18	-6	36
Cc1ccc(S(=O)(=O)/N=C(/NNC(=O)c2cccc(Cl)c2)c2ccccc2)cc1	-101	2.1	1	2	-11	3	16	6	-93	43
Nc1c(S(=O)(=O)c2cccs2)c2nc3ccccc3nc2n1Cc1ccccc1	50	-0.2	3	-9	5	7	1	19	-5	10
CC(=O)c1c(COC(=O)c2ccc(C)cc2)nc2ccccc2[n+]1[O-]	-1	0.2	0	0	4	0	-1	8	-21	5
COC(=O)CCS(=O)(=O)c1ccc(Cl)c(Cl)c1	-14	-0.1	-1	1	-4	5	-3	12	-18	6
CC(C)c1c(O)nc(SCC(=O)N2CCOCC2)[nH]c1=O	-11	-0.3	4	-4	0	4	1	-1	-17	25
Brc1ccc2c(c1)OCCOCCOCCOCCOCCO2	-2	-0.1	-2	2	1	0	0	23	-16	-11
COC(=O)[C@@H](NC(=O)Nc1ccc(S(N)(=O)=O)cc1)C(C)C	16	0.4	1	-1	-18	2	-4	-2	-31	7
CCOC(=O)c1c(C)n(C)c2ccc(OC(=O)c3ccc([N+](=O)[O-])cc3)cc12	32	-0.1	2	-2	29	-2	-12	8	-13	-12
Clc1ccc(-c2nc3ccccc3[nH]2)cn1	-63	1.4	-9	-41	6	-3	6	1	-77	24
CCOc1ccc(-c2cc(C(=O)NCCCN3CCOCC3)c3ccccc3n2)cc1	-48	2.0	11	-4	-9	1	3	20	-40	7
O=C(Nn1c(-c2ccc(Br)cc2)nc2ccccc2c1=O)c1ccncc1	-2	0.3	2	-6	-2	1	4	28	-19	6
C/C=C/C(=O)OCC(=O)Nc1cccc(Br)c1	17	-1.2	-6	0	1	-3	-5	-19	20	2
COCc1cc(=O)oc2cc(NS(=O)(=O)c3ccc(C)cc3)ccc12	23	-0.7	0	1	-10	0	4	6	-2	-4
COc1ccccc1NC(=O)c1ccc2c(c1)N(CC#N)C(=O)C(C)(C)O2	5	-0.2	4	-4	8	4	0	-3	-3	27
CCOc1ccc(N2C(=O)CSC2=S)cc1	-3	2.0	10	-1	-4	1	-2	0	-12	14
CC1CCCC(C)N1C(=O)c1cc(-c2ccc3c(c2)OCO3)on1 (centres undefined)	-131	1.0	10	4	-64	2	-6	-28	-199	-31
CC(=O)c1cccc(N(C(=O)Cn2nnc3ccccc32)C(C(=O)NCc2ccccc2)c2ccccn2)c1 (centres undefined)	-22	0.2	-4	-4	9	-6	-10	11	8	15
Cc1ccccc1OCc1nnc(SCC(=O)N2CCc3ccccc32)n1C	17	-0.4	-3	-4	-5	-1	-2	4	5	-6
COC(=O)CNC(=O)Cn1ccc2ccccc2c1=O	4	0.1	-13	2	0	-1	-26	27	-20	-39
COc1ccc(CCC(=O)N(C)CC(=O)Nc2ccc(Cl)c(C(F)(F)F)c2)cc1	-3	0.0	1	-2	2	-2	3	10	-14	10

Following part
SMILES	aSyn 5UTR inh	HIF act	IEC-6 cytotox	HDAC3 inh	Platelet DG rel	HSP90 refold inh	HSF1 inhib	AI-2 QS modul	KLF5 inh	HSF1 activator
Cc1ccc(CNC(=O)C2CC3Cn4c(nc5cc(Cl)c(Cl)cc54)C3N2C)o1 (centres undefined)	1	-0.5	nt	-2	-4	nt	-3	4	nt	-12
CN(C)C(=O)COc1ccc2ccc(=O)oc2c1	-11	0.9	0	-13	-4	0	0	14	-16	15
COC(=O)c1ccc(NC(=O)CCS(=O)(=O)c2ccc(Br)cc2)cc1	-1	0.2	1	2	4	-3	-4	23	-11	-8
Cn1c2ccccc2c(=O)c2c(=O)n(-c3ccc(F)cc3)c(-c3cccs3)nc21	-24	1.1	-10	1	16	-1	2	9	-46	4
CC(C)NC(=O)c1ccc(N(Cc2ccc(Cl)cc2)S(C)(=O)=O)cc1	9	-3.9	7	-6	1	-3	-1	-4	-18	6
CS(=O)(=O)NNC(=O)Cn1nnc(-c2cc(C(F)(F)F)cc(C(F)(F)F)c2)n1	5	-2.4	9	-3	2	-1	-1	16	-10	25
Cc1ccc(-c2cc(C(F)(F)F)nn2-c2ccc(S(N)(=O)=O)cc2)cc1	7	-0.1	-2	2	2	-1	1	9	-25	-9
Cc1cccc2cc(C#N)c(N3CCOCC3)nc12	9	-26	-2	-13	-6	-3	-5	13	-25	-1
CCOC(=O)c1cc2nc(Nc3ccc(OC)cc3)sc2s1	-83	0.9	-6	1	-2	4	10	1	6	10
Brc1ccc(-c2nnc3n2-c2ccccc2CC3)cc1	18	-0.3	-4	6	-2	0	-7	20	1	14
CCN(CC)C(=O)Cn1cc(C(=O)C(=O)N(C)C2CCN(C)CC2)c2ccccc21	8	-0.1	-1	9	-6	2	-3	25	-4	-9
O=C(N/N=C\c1cccc(Cl)c1)c1n[nH]c2c1CCCC2	-152	1.0	4	-6	-3	1	2	21	-90	11
N#CC(c1ccccn1)c1ncc(C(F)(F)F)cc1Cl (centres undefined)	-10	0.3	-2	3	12	-1	-5	11	-6	18
Cc1nc2ccccc2nc1N1CCC(C)CC1	-16	1.5	-4	6	8	-1	3	-12	-8	-15
Cc1[nH]c2ccccc2c1C(Nc1nccs1)c1ccncc1 (centres undefined)	12	-2.0	2	3	?	0	7	17	-3	-1
NC(=O)c1nn(-c2ccccc2)c(=O)cc1O	7	-0.6	-2	1	-1	-1	11	1	-17	4
Cc1c(NC(=O)CN2c3ccccc3CC2C)c(=O)n(-c2ccccc2)n1C (centres undefined)	-11	0.1	4	9	16	2	-30	37	0	-31
CN(CCc1ccccn1)Cc1ccc(Cl)cc1	-1	-0.3	0	1	1	0	-3	12	-14	21
O=C(NCCCN1CCOCC1)C(=O)NCC1OCCN1S(=O)(=O)c1cc(F)ccc1F (centres undefined)	-4	-0.4	-1	-1	-3	-1	0	15	-36	2
C=CCN1C(=O)c2ccc(C(=O)N(CC)CC(=O)Nc3cc(Cl)ccc3C)cc2C1=O	12	-0.1	nt	nt	19	nt	-2	9	nt	2
COCCCn1c(C)nnc1SCC(=O)NNC(=O)COc1ccc(Cl)cc1	3	-0.7	-3	2	4	-1	12	-7	-27	46
COc1ccc(C(=O)C[n+]2cccc(C)c2)cc1	2	-0.4	9	-9	11	1	1	13	-6	-3
